Assay outcomes (PubChem)
S-ASM inh: Inhibitors of Secretory Acid Sphingomyelinase (S-ASM): qHTS; Sphingomyelin phosphodiesterase (Homo sapiens), P17405; placental ASM, HMU-PC fluorogenic substrate, 60 min; Potency, µM (doses to about 57.5 µM), for inactives: top-dose activity change, negative = inhibition, hits mostly inhibitors; hit rate 0.006% among 340,000; AID 504937, 2011; further: potency means the concentration at half of the fitted maximal effect
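Steps: dispense placental human ASM, pin compound, wait 10 min at room temperature, add HMU-PC0 substrate at 9 uM final, incubate 60 min at 37 °C, add stop solution raising pH to 10, read fluorescence.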
GALK inhibitor: qHTS Assay for Inhibitors of Human Galactokinase (GALK); Potency, µM (top dose mostly 57.5 µM), for the others: at the top dose activity change, negative = inhibition, hits mostly inhibitors; P51570; Purified GALK, Kinase-Glo residual ATP luminescence; hit rate 0.007% among 270,000; further: potency means the concentration at half of the fitted maximal effect; on the % scale 0 is the no-effect control and ±100 the full control effect
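The enzyme phosphorylates galactose (100 uM) using ATP (35 uM); inhibition is detected as higher residual ATP, quantified by bioluminescence after 1 h reaction at room temperature, pH 8.0.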
KCNH2 3.1 inh: qHTS for Inhibitors of KCHN2 3.1: Mutant qHTS | U2OS KCNH2 3.1, thallium flux FluxOr; stronger effect = lower value | activity change, % (tested at about 1.8 µM) | hit rate 0.95% among 340,000;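 active means maximum activity change below -70%; inconclusive means maximum activity change from -70% to -50%; inactive means maximum activity change above -50%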;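 further: thallium influx rate constant from kinetic fluorescence after stimulation buffer; on the % scale 0 is the no-effect control and ±100 the full control effect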
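Thallium flux read-out: FluxOr dye with Red40 quencher in HBSS/HEPES, 45 min at RT. Rate constants from kinetic reads were normalized to positive and negative DMSO controls. Cells: U2OS virally expressing the 3.1 isoform.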
TRPV1 ag: HTS Assay for Compounds that Act as Agonists of the Vanilloid Receptor 1; Transient receptor potential cation channel subfamily V member 1 (Homo sapiens), Q8NER1; TRPV1-expressing cells, Fluo-8 calcium influx, agonist mode; activation, % at 8.33 µM; hit rate 0.19% among 320,000; AID 540275, 2011; in the data active means activation above about 80%; inconclusive means between about 30% and that limit; further: 0% is about no effect
Target sequence (Q8NER1 whole entry, looked up): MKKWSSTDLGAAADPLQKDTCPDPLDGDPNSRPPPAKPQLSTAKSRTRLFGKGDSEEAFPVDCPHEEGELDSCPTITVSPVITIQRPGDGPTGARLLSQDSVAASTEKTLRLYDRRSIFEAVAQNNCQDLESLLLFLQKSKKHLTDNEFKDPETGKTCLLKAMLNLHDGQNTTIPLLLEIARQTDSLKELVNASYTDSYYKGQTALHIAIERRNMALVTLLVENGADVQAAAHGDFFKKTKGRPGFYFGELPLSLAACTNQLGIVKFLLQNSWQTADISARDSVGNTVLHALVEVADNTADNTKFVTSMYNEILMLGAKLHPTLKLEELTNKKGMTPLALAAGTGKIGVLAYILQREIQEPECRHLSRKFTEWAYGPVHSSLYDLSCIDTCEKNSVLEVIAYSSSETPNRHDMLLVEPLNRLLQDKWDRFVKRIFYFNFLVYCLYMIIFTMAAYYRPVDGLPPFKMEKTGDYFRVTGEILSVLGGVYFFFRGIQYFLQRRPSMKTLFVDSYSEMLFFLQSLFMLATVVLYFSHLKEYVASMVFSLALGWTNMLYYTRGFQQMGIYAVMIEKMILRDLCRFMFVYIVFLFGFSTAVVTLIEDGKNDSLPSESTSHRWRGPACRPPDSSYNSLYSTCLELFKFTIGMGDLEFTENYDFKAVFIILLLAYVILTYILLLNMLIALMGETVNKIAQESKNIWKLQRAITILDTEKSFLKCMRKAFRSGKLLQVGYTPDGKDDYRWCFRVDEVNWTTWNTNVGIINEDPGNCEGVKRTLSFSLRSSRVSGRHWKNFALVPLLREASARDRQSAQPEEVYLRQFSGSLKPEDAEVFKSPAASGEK
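Cells expressing TRPV1 were dye-loaded with Fluo-8 and read kinetically: 10 s baseline, 3 min after compound (agonist portion), then 2 min after EC20 capsaicin (allosteric enhancer portion). Calcium-bound dye fluorescence at 480/520 nm.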
MLL CXXC-DNA inh: qHTS Fluorescence Polarization Assay for Inhibitors of MLL CXXC domain - DNA interaction. Histone-lysine N-methyltransferase 2A (Homo sapiens), Q03164. MLL-CXXC / FITC-HOXA9 DNA fluorescence polarization. Potency, µM (titrated, usually from 115 µM), for inactives: top-dose activity change, negative = inhibition, most hits filed as inhibitors. hit rate 0.037% among 290,000; active means well fitted inhibition curve with a large enough effect in the polarisation, with a control signal flat, not every such curve was filed as active; inconclusive means small, poorly fitted or top-dose-only effect, or effect the other way, or a change in a side signal; inactive means no such curve, though single readings can be large or run the other way; the % refers to the polarisation; further: potency means the concentration at half of the fitted maximal effect
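Steps: dispense CXXC domain solution (7 uM) → pin compounds or unlabeled HOX-A9 DNA control → 5 min ambient → add FLSN-HOX-A9 solution (50 nM) → spin → 30 min ambient → fluorescence polarization. Tris pH 7.5/NaCl/DTT/BSA buffer.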
a7 integrin act: qHTS for Activators of Integrin-Mediated Alleviation for Muscular Dystrophy; alpha7betagal myoblasts, beta-gal FDG fluorescence, 48 h; AID 624291, 2012; hit rate 0.064% among 350,000; Potency, µM (highest dose often 38.3 µM), inactives show top-dose activation, actives largely listed as activators;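 further: potency means the concentration at half of the fitted maximal effect; 100% = response of the positive control SU9516; nearly all actives have a fitted effect of over 60% in size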
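Alpha7betagal+/- myoblasts (passage 13) were plated 16-24 hr, then exposed to compounds (1:260 dilution of DMSO stock) for 48 hours at 37C. After MPER lysis, β-galactosidase reporter activity was read as FDG fluorescence (ex 480/em 540) after 30 minutes.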
hERG WT inh: qHTS for Inhibitors of KCHN2 3.1: Wildtype qHTS. Voltage-gated inwardly rectifying potassium channel KCNH2 (Homo sapiens), Q12809. U2OS, BacMam KCNH2, thallium flux FluxOr; stronger effect = lower value. activity change, % at 1.84 µM. hit rate 0.37% among 340,000;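 active means maximum activity change below -70%; inconclusive means maximum activity change between -70% and -50%; inactive means maximum activity change above -50%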; further: on the % scale 0 is the no-effect control and ±100 the full control effect
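U2OS cells transduced with wild-type KCNH2 virus are loaded with FluxOr dye for 45 min, and thallium flux is measured in kinetic reads before and after stimulation buffer. Rate constants are normalized to DMSO controls.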
FBPA coupling cs: qHTS Assay for Inhibitors of Fructose-1,6-bisphosphate Aldolase from Giardia Lamblia: Coupling assay counterscreen | AID 2472, 2010 | coupling enzyme system counterscreen, AmpLite Red fluorescence | hit rate 0.67% among 290,000 | activity change, negative = inhibition, % at 58.2 µM, hits read low; in the data active means activity change below about -30%; further: on the % scale 0 is the no-effect control and ±100 the full control effect
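Fluorescence at 525 nm excitation and 598 nm emission measured inhibition of the coupled detection system without aldolase. Compounds (at 57.5 uM final) were preincubated 10 min at room temperature with coupling enzyme reagent before a 20 min substrate/AmpLite Red step.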
MBNL1 CUG block: qHTS Assay for Inhibitors of MBNL1-poly(CUG) RNA binding; Muscleblind-like protein 1 (Homo sapiens), Q9NR56; Potency, µM (top dose mostly 57.5 µM), inactives show top-dose activity change, negative = inhibition, hits mostly inhibitors; TR-FRET MBNL1-His/biotin-(CUG)12 binding, 665/545 ratio; hit rate 0.036% among 280,000; active means well fitted inhibition curve with a large enough effect in the signal ratio, with a control signal flat, not every such curve was filed as active; inconclusive means small, poorly fitted or top-dose-only effect, or effect the other way, or a change in a side signal; inactive means no such curve, though single readings can be large or run the other way; the % refers to the signal ratio; further: potency means the concentration at half of the fitted maximal effect; on the % scale 0 is the no-effect control and ±100 the full control effect
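Compounds (final 92 nM to 58 uM) are added to His-tagged MBNL1 and biotin-(CUG)12, then terbium anti-His antibody and streptavidin-XL665 (5 nM final). After 60 min at room temperature, the 665/545 nm ratio is read.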
AT treatment: qHTS Assay for Identifying a Potential Treatment of Ataxia-Telangiectasia; Potency, µM (doses to about 57.5 µM), inactives show top-dose activation, hits mostly activators; […] A-T fibroblasts, KAP-1 phosphorylation AlphaLISA; neocarzinostatin DNA damage 30 min before lysis; AID 485349, 2010; hit rate 0.19% among 320,000; further: potency means the concentration at half of the fitted maximal effect; % of control where 0% means no effect; nearly all actives have a fitted effect of over 45% in size
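ATM-like activity read as KAP-1 phosphorylation via AlphaLISA donor/acceptor antibody pairs after lysis and 6 hr at 25C. Cells were ATM-null patient fibroblasts ([…], hTERT), dosed 60 min, then exposed to the DSB inducer NCS for 30 min.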
* hit, by the source's call; ? = inconclusive; nt = no result given; & = joins results of further samples; [ ] = remark or other dose. Unless noted, the call rests on the fitted dose curve; in most records, active means well fitted curve in the direction sought with a large enough effect; inconclusive means small, poorly fitted or top-dose-only effect, or another doubt; inactive means no such curve, though single readings can be large; an effect the other way counts as inactive or inconclusive.

Sequence of screens – S-ASM inh	GALK inhibitor	KCNH2 3.1 inh	TRPV1 ag	MLL CXXC-DNA inh	a7 integrin act	hERG WT inh	FBPA coupling cs	MBNL1 CUG block	AT treatment
O=C(N/N=C/c1cc(Br)cc([N+](=O)[O-])c1O)c1ccc(NC(=O)c2ccc(F)cc2)cc1
→ -9%	16%	2	?	-1%	5%	1	4	3%	-4%
CCc1nn(CC(=O)N2CCN(CC)CC2)c(=O)c2cc3sccc3n12
→ 3%	nt	4	-2	nt	0%	-7	9	11%	-4%
Cc1ccccc1C(=O)N1CCc2cc(-c3csc(NC(=O)CN4CCCC4)n3)ccc21
→ -1%	3%	-14	7	12%	-35%	2	-3	0%	2%
CCOCCCNC(=O)c1ccc(N2CCCC2)c(NS(=O)(=O)c2ccc(C)cc2)c1
→ 2%	-2%	-7	?	2%	?	nt	-29	-10%	20%
C[C@@H]1CCCCCCCCCCC1=O
→ 1%	-4%	-6	-1	0%	-19%	-2	4	1%	0%
O=C(c1cc2ccccc2[nH]1)N1O[C@@H]2C=C[C@H]1C2
→ 0%	nt	1	nt	nt	-6%	3	nt	nt	nt
CCN(C[C@H]1N[C@@](CC)(C(=O)OC)[C@H]2C(=O)N(C)C(=O)[C@@H]12)C(=O)Nc1ccccc1
→ -1%	nt	-5	nt	nt	23%	-2	nt	nt	22%
Cc1ccc(SCC(=O)NNC(=O)c2cncc(Br)c2)cc1
→ 1%	nt	-3	nt	nt	10%	0	nt	nt	2%
Cc1onc(-c2ccccc2Cl)c1C(=O)Nc1ccc(S(=O)(=O)N2CCCC2)cc1
→ 2%	2%	-22	nt	15%	-51%[inhibitor]	4	3	4%	4%
CCCCNC(=O)Nc1ccon1
→ 1%	1%	6	-6	0%	18%	12	0	-4%	?
Cc1ccc(CN(CC2CCCO2)C(=O)CN2C(=O)C(C(C)C)Oc3ccccc32)o1 (stereo not given)
→ 0%	5%	-3	?	-3%	-26%	-2	4	-9%	5%
Cc1cc(C)c2oc(C(=O)Nc3ccc(S(=O)(=O)Nc4nccc(C)n4)cc3)cc(=O)c2c1
→ 1%	8%	14	3	-24%	-11%	1	-4	-4%	-4%
CC(=O)Nc1ccc(S(=O)(=O)N2CCN(c3cc(C)nc4ccccc34)CC2)cc1
→ 3%	-3%	-34	-1	6%	7%	1	3	-2%	7%
CC(C)(C)c1cc(Cl)ccc1OCCOCCN1CCCC1
→ 2%	6%	?	2	6%	-66%[inhibitor]	5	5	-6%	6%
O=C(O)CNC(=S)N(Cc1cccs1)C1CCCCC1
→ 4%	1%	13	4	2%	4%	-5	8	-1%	3%
Cc1cc(=O)oc2c(C)c(OC(C)C(=O)NCC(O)c3ccccc3)ccc12 (stereo not given)
→ 3%	3%	-3	-2	-6%	3%	16	-4	2%	7%
COC(=O)c1ccc([N+](=O)[O-])cc1N1C(=O)C2C3CCC(C3)C2C1=O (stereo not given)
→ 3%	-2%	-5	-4	-8%	1%	4	-2	?	3%
CCc1cc2ccccc2nc1SCC(=O)Nc1cc(OC)c(OC)cc1C(=O)O
→ 18%	nt	5	-9	-2%	14%	31	11	-15%	2%
Cc1cc([N+](=O)[O-])ccc1NC(=O)CSc1nccc(=O)[nH]1
→ 2%	1%	2	-1	41%[activator]	-12%	-3	11	?	2%
O=C(COC(=O)c1ccc(Cl)nc1)NCCc1ccc(F)cc1
→ -1%	nt	-1	nt	nt	17%	0	nt	nt	-8%
O=C(Nc1ccccc1)OCc1cc(-c2ccccc2Cl)on1
→ -18%	nt	-4	?	0%	11%	1	-2	-17%	-4%
CCCCCCCNC(=O)C1(CC2CC(c3ccc(Cl)cc3)=NO2)CCN(C(=O)Cc2ccc(F)cc2)CC1 (stereo not given)
→ -16%	nt	-32	1	4%	-4%	-9	-1	-5%	-12%
CCOC(=O)c1c(/N=C/c2ccc(OC)cc2O)sc2c1CCN(C)C2
→ 10%	3%	-1	2	-8%	25%	-9	-20	12%	-8%
CC1(C)OC(=O)C(=CNc2cccc(C(=O)O)c2)C(=O)O1
→ 9%	2%	0	-3	-4%	-1%	-3	2	-3%	1%
CCN(CC(=O)Nc1c(F)cccc1F)C(=O)c1ccc(S(=O)(=O)N2CCC(C)CC2)cc1
→ -3%	nt	0	6	nt	-4%	6	nt	nt	-3%
CN(/N=C/c1cc(Cl)ccc1O)C1=NS(=O)(=O)c2ccccc21
→ -7%	3%	30	?	11%	-11%	-4	2	7%	-15%
CC1Nc2nc(NC(=O)C(C)(C)C)[nH]c(=O)c2N(C)C1C (stereo not given)
→ 4%	0%	16	?	8%	5%	-8	1	0%	13%
O=C(CCCSc1nnc(-c2cccs2)n1CC1CCCO1)c1ccccc1 (stereo not given)
→ 0%	-1%	1	9	1%	-27%	2	-6	-1%	1%
C[C@H](CO)N1C[C@H](C)[C@H](CN(C)Cc2ccc(-c3ccccc3)cc2)Oc2ccc(NS(=O)(=O)c3ccccc3)cc2CC1=O
→ -19%	nt	4	nt	nt	-42%	-1	nt	nt	-3%
O=C(N=Nc1ccc(NOC(=O)c2ccccc2Br)cc1)c1ccccc1O
→ nt	15%	nt	-8	-2%	nt	nt	-25	4%	-6%
Cc1ccc(C2CC(c3ccccc3)=NN2C(=S)Nc2ccccc2)o1 (stereo not given)
→ -2%	0%	-10	0	-4%	-6%	-7	-5	1%	-3%
O=C(NCCCN1CCOCC1)c1c(-c2ccccc2)sc2ccccc12
→ 16%	nt	-1	nt	nt	41%	-5	nt	nt	2%
CCN1C[C@@H]2[C@@H]3C(=O)N(C)C(=O)[C@@H]3[C@](CC)(C1=O)N2C(=O)c1ccccc1
→ -1%	nt	-21	nt	nt	2%	1	nt	nt	nt
COc1ccc(NC(=O)Cn2cccc2)cc1Cl
→ 2%	3%	11	1	1%	3%	9	1	-15%	-14%
COc1ccc(N(C(=O)c2snc(C(N)=O)c2N)C(CC(C)C)C(=O)NCC2CCCO2)cc1 (stereo not given)
→ 48%[activator]	-4%	0	0	-4%	6%	-6	-1	?	8%
C=CC(=O)NC(C)(C)CCN1CCOCC1
→ 0%	7%	5	-4	?	-12%	0	3	-6%	-1%
Cc1cc[n+](CC2OCc3ccccc3CO2)cc1
→ 1%	5%	7	-1	-10%	-27%	-5	-1	-5%	2%
N#CC(=C1CCCC1)c1nc(-c2cc3ccccc3oc2=O)cs1
→ 24%	-3%	0	2	11%	34%	4	1	12%	4%
COc1ccc(C(=O)NCc2nnc(SCC(=O)NCCc3ccccc3)o2)cc1
→ 0%	4%	8	-3	2%	3%	0	nt	-2%	15%
CSCCC(NC(=O)c1ccccc1Cl)C(=O)NNC(=O)c1ccccc1O (stereo not given)
→ 0%	nt	-2	-2	nt	-17%	-6	nt	nt	-14%
Cn1ccnc1C(O)c1ccc(OCc2ccccc2)cc1 (stereo not given)
→ 2%	-3%	-1	2	13%	-27%	5	0	0%	-7%
CCCCNC(=O)C(c1ccc(OCC(=O)OC)c(C(=O)OC)c1)N(CCOC)C(=O)CCCCCN1C(=O)NC(c2ccc(-c3ccccc3)cc2)C(C(=O)OCc2ccccc2)=C1C (stereo not given)
→ nt	0%	nt	2	4%	nt	nt	-1&1	-10%	-35%
COc1cccc(CNC(=O)CCNS(=O)(=O)c2ccc3c(c2)oc(=O)n3C)c1
→ 4%	-6%	-3	-4	-12%	-16%	12	nt	-4%	?
CCN(CC(=O)Nc1ccc(NC(C)=O)cc1)C(=O)c1ccc2c(c1)OCCO2
→ -2%	nt	11	-5	nt	3%	10	nt	nt	-6%
O=C(c1ccc(Cl)s1)N1CCN(C23CC4CC(CC(C4)C2)C3)CC1
→ 3%	1%	-15	20	4%	23%	16	nt	2%	-4%
CC1CCCC(C)N1C(=O)Cn1cc(C#N)c2ccccc21 (stereo not given)
→ 2%	2%	-23	1	-6%	11%	-19	4	9%	1%
NC(=O)c1sc(-c2ccsc2)cc1NS(=O)(=O)c1ccc(C(F)(F)F)cc1
→ 8%	0%	10	-7	-8%	-17%	4	29	4%	-6%
